TEAD-YAP block = TEAD-YAP interaction inhibition | actives 1.4% (n = 640,000) | inhibition, % at 9.12 µM | HEK-TIYL cells, TEAD-Gal4/YAP UAS-luciferase luminescence; in the data active = inhibition above about 32%;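 also: 0% = median of test compound wells and 100% = reference inhibitor wells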
GPR151 ag = human GPR151 activation | AID 1508602 | activation, % at 11.2 µM | Q8TDV0 | PathHunter beta-arrestin GPR151 cells, luminescence | actives 1% (n = 650,000); in the data active = activation above about 4.9%;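 also: 0% = median of compound wells and 100% = cells with positive control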
Target sequence (Q8TDV0 whole entry, looked up): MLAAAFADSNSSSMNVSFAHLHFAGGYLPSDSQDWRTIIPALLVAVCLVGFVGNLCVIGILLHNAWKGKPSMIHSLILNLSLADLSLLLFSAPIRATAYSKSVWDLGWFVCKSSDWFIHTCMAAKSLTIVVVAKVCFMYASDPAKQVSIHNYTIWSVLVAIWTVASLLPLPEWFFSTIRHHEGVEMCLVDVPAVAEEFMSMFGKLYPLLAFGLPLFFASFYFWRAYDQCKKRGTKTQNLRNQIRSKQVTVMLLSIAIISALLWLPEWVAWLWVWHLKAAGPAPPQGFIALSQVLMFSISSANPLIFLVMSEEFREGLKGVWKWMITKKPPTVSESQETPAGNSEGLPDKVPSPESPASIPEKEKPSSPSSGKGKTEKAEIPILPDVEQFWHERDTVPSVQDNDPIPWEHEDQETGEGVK
FBW7 act = human FBW7 E3 ligase activation, primary screen. actives 0.13% (n = 650,000). normalized activity (activation), % at 26.1 µM. Q969H0. AlphaScreen FBW7–phospho-cyclin E peptide binding, activator screen. AID 1259310; in the data active = normalized activity above about 1.9%;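 also: purified mutant Fbw7 with reduced substrate affinity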
Target sequence (Q969H0 whole entry, looked up): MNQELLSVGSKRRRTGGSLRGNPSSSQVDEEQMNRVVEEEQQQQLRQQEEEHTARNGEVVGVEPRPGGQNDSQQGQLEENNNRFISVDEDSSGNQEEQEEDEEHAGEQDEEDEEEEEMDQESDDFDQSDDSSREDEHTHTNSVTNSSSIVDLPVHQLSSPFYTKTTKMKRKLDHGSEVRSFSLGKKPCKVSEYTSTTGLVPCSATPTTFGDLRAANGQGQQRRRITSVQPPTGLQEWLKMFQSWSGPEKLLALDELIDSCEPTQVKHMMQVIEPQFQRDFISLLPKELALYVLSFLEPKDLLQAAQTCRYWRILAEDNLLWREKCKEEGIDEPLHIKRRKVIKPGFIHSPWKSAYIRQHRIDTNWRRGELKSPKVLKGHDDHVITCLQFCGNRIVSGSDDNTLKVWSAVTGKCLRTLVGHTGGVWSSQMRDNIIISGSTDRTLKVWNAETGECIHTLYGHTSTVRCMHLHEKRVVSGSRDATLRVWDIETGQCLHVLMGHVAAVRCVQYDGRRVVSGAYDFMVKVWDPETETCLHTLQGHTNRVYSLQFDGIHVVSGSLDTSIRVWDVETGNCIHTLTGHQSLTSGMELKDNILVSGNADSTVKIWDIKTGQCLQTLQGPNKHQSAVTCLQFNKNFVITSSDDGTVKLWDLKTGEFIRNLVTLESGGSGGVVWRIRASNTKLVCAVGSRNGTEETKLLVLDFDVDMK
MITF inh = blocks human microphthalmia-associated transcription factor; O75030; AlphaScreen MITF homodimerization, bead proximity signal; inhibition, % at 2.6 µM; actives 0.91% (n = 650,000); AID 1259374; in the data active = inhibition above about 50%;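 also: 0% = vehicle wells with protein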
Starred values were filed as active, the others as inactive. An unsorted share of the library; any-hit rate near 3.4%.

nr | compound | TEAD-YAP block | GPR151 ag | FBW7 act | MITF inh
1 | CCOC(=O)C1=C(C)N=c2s/c(=C/c3cc(C)n(-c4ccc(F)cc4)c3C)c(=O)n2C1c1ccccc1OC (stereo not given) | -1 | 0.3 | 0.5 | 7
2 | CCN1CCN(C(CC(C)C)c2nnnn2CC2CCCO2)CC1 (stereo not given) | -4 | -0.1 | 0.6 | 22
3 | On1c(-c2ccccc2)c(C(c2ccc(Cl)cc2)N2CCOCC2)c2ccccc21 (stereo not given) | 3 | -0.8 | 0.0 | 9
4 | COc1ccc(CCNc2nc(SCC(=O)Nc3cc(C)[nH]n3)nc3ccccc23)cc1OC | 2 | 2.5 | 0.3 | -18
5 | Cc1ccc(SCc2cc(=O)[nH]c(SCC(=O)N3c4ccccc4-c4c(ssc4=S)C3(C)C)n2)cc1 | 5 | 0.4 | -0.1 | 14
6 | O=C1CC2(CCN(C(=O)c3ccccc3F)CC2)Oc2ccccc21 | 5 | 1.4 | -0.1 | 8
7 | CC(=O)c1cc2c(cc1NS(=O)(=O)c1ccccc1)OCO2 | -3 | -1.4 | 0.0 | 5
8 | O=C(Nc1cccc(Br)c1)N1CCC(CN2CCCCCC2)CC1 | -6 | -2.2 | -0.1 | -1
9 | CCCS(=O)(=O)N1CCN(Cc2ccc(OCC)c(OC)c2)CC1 | -3 | -0.1 | 0.0 | 31
10 | CN1CCN(S(=O)(=O)c2ccc(Oc3ccc4ccc(=O)oc4c3)c([N+](=O)[O-])c2)CC1 | 1 | 0.8 | 0.0 | 3
11 | CSCC(C)N1CCC(n2nccc2NC(=O)CCOc2ccccc2)CC1 (stereo not given) | 11 | 1.2 | -0.1 | -3
12 | COc1cccc(C(=O)Oc2ccc3sc(=O)oc3c2)c1 | 11 | -3.2 | -0.3 | -9
13 | Fc1ccc(N2CCN(Cc3cccc(Cl)n3)CC2)cc1 | 3 | -2.5 | 0.4 | 19
14 | COc1ccc(S(=O)(=O)N(C)c2ccc(C(=O)N3CCc4ccccc4C3)cc2)cc1 | 16 | 1.7 | 0.0 | 7
15 | Nc1ccc(C(=O)OCC(=O)NC2CCCc3ccccc32)cc1[N+](=O)[O-] (stereo not given) | 2 | 1.1 | -0.3 | -1
16 | CCOC(=O)C1(C)NC(c2ccco2)C2C(=O)N(CC)C(=O)C21 (stereo not given) | 1 | 0.7 | -0.2 | -10
17 | COC(=O)C1=C(C)NC(C)=C(C(=O)OC)C1c1ccc(-c2cccc(Cl)c2)o1 | -15 | -0.5 | 0.0 | -16
18 | CCOc1ccccc1NS(=O)(=O)c1ccc(OC)c(Cl)c1 | 2 | 5.5* | -0.1 | -5
19 | N#CC1=C(N)OC(C2CC2)=C(n2cnc([N+](=O)[O-])n2)C1c1ccccc1 (stereo not given) | -2 | -0.2 | -0.2 | -5
20 | CCCCN1C(=O)c2ccc(C(=O)Nc3cc(C)on3)cc2C1=O | -4 | 0.2 | -0.1 | 11
21 | COCCSc1nnc(NC(=O)Cc2ccccc2OC)s1 | 10 | -0.8 | 0.1 | 2
22 | CC(=O)Nc1ccc(NC(=O)C(C)N(C)CC(=O)Nc2ccccc2Br)cc1 (stereo not given) | 0 | -0.8 | 0.1 | -11
23 | Cc1cnc(Nc2ccc(N3CCOCC3)cc2)nc1NCCCN1CCCC1=O | -28 | 0.1 | -0.1 | -6
24 | CCN(CC)CCCNC(=O)CNC(=O)c1nn(-c2ccc(OC)c(OC)c2)c(=O)c2ccccc12 | -1 | 1.6 | -0.1 | -5
25 | Cc1[nH]nc2c1C(c1ccc(Br)cc1)C(C#N)=C(N)O2 (stereo not given) | -1 | 0.3 | -0.1 | -14
26 | CCOC(=O)c1cnc(SCc2cc(=O)n3ccccc3n2)nc1N | 2 | -0.5 | 0.1 | 8
27 | C=Cc1ccc(Cn2c(C)c(CNCc3ccccc3Cl)c(C(=O)O)c2C)cc1 | 0 | -0.8 | -0.3 | 11
28 | CC(C)(C)OC(=O)N[C@H](C(=O)NCc1nc(-c2ccncc2)n[nH]1)c1ccccc1 | 9 | -0.2 | -0.1 | 2
29 | COc1ccc(C2=NN(C(=O)c3ccc(Br)o3)C(c3ccc(F)cc3)C2)cc1OC (stereo not given) | -12 | -0.3 | -0.1 | 10
30 | Cc1c(C(=O)NC(=S)Nc2cccc(NC(=O)c3ccco3)c2)oc2ccccc12 | -12 | 1.1 | -0.3 | 4
31 | O=C(/C=C/c1ccc(S(=O)(=O)N2CCOCC2)cc1)NC(=S)Nn1cnnc1 | 12 | -0.8 | 0.5 | 4
32 | COC(=O)c1ccc(Sc2ccccc2NC(=O)c2cccs2)nc1 | 8 | 0.6 | 0.0 | 10
33 | CC1(C)C(=O)NCCN1C(=O)CN1C(=O)N2CCN=C2c2ccccc21 | -8 | -0.5 | 0.0 | 4
34 | O=C(C1CCCN(Cc2ccccc2C(F)(F)F)C1)N1CCCCC1 (stereo not given) | -3 | 4.2 | -0.1 | 34
35 | c1ccc2c(NCNc3noc4ccccc34)noc2c1 | 2 | 0.2 | -0.2 | 3
36 | Cc1c(C)n2c(SCc3ccc([N+](=O)[O-])cc3)nnc2[nH]c1=O | 5 | -2.3 | -0.1 | 7
37 | COc1cc(CO)cc(Cl)c1OCc1ccccc1C#N | 1 | 6.7* | -0.1 | 3
38 | CCOc1ccccc1N1C(=O)CC(Sc2ncccc2C(=O)O)C1=O (stereo not given) | 11 | -0.4 | 0.0 | 10
39 | Brc1ccc(SCc2ccccn2)cc1 | -30 | -1.6 | -0.2 | 1
40 | C/C=C/Cn1c(SCC)nc2c1c(=O)[nH]c(=O)n2C | -11 | 0.3 | 0.1 | 5
41 | C=CCOc1ccc(/C=N/n2cn[nH]c2=S)cc1OC | -4 | 0.6 | 0.0 | 6
42 | COc1ccc(-c2nn(-c3ccccc3)cc2C(=O)Nc2ccc(Cl)cc2)cc1OC | 0 | -0.4 | 0.0 | 5
43 | Cn1c(NC(=O)c2ccc(S(=O)(=O)N3CCOCC3)cc2)cc(=O)n(C)c1=O | 4 | 0.8 | 0.1 | 17
44 | CCCNC(=O)Cn1nc(C)n2c(cc3cc(C)ccc32)c1=O | -3 | 1.2 | 0.3 | 12
45 | COC(=O)/C(=C/N(C)C)c1cccc(Cl)c1 | 0 | -1.5 | 0.2 | 21
46 | CCC(=O)N(CCC(c1ccc2c(c1)OCO2)c1ccccc1OC)Cc1ccc(OC(C)C)cc1 (stereo not given) | 7 | 0.4 | 0.1 | 12
47 | Cc1cc(OC(=O)c2cc(Br)ccc2Cl)c([N+](=O)[O-])c(=O)[nH]1 | -2 | -1.2 | 0.0 | -14
48 | COC(=O)c1ccc(C(Nc2cc(C)ccn2)c2ccc3ccc(C)nc3c2O)cc1 (stereo not given) | 14 | -0.6 | -0.1 | 19
49 | COC(=O)[C@@H]1CCCN1Cc1ccc2c(c1)CN(C/C(C)=C/c1ccco1)CCO2 | 4 | -0.8 | -0.1 | 14
50 | CCCN1CCC(N2CCN(S(=O)(=O)c3ccc(C)cc3)CC2)CC1 | 1 | 0.4 | 0.1 | 36

Next section
nr | compound | TEAD-YAP block | GPR151 ag | FBW7 act | MITF inh
51 | N/C(=N\NC(=O)c1cccc(F)c1)c1cc2ccccc2oc1=O | -48 | 0.3 | 0.3 | 9
52 | O=C(/C=C/c1ccc(Cl)cc1)NCc1ccccn1 | -30 | 1.5 | -0.5 | 3
53 | CCNC(=O)/C(C#N)=C/c1c(Oc2ccc(C)cc2)nc2c(C)cccn2c1=O | 6 | -1.0 | 0.0 | -8
54 | COc1ccc(/C=C/CN2CCC(C(=O)Nc3cccc(-c4nnc(C)s4)c3)CC2)cc1 | 5 | -1.1 | 0.0 | 5
55 | CC(C)C(=O)N1CCC(n2nccc2NC(=O)CCOc2ccccc2)CC1 | 2 | -0.8 | 0.1 | -9
56 | O=C(CCNS(=O)(=O)c1ccc(Cl)cc1)NCc1ccc(F)cc1Cl | 9 | -0.6 | 0.3 | 8
57 | Fc1cccc(Nc2nc3ccccc3n3nnnc23)c1 | -16 | 2.3 | 0.0 | 11
58 | CCOc1ccc(NC(=O)CSc2nc3ccccc3c(=O)n2NS(=O)(=O)c2ccc(C)cc2)cc1 | 5 | 0.0 | 0.3 | 2
59 | COc1cc2nc(-c3ccccc3OC)oc(=O)c2cc1OC | -2 | -0.7 | -0.2 | 2
60 | CCOc1cccc(C(=O)NCc2ccccc2Cl)c1 | -4 | 0.1 | -0.3 | -6
61 | COC(=O)C1=C(C)N(c2cccc(C)c2)C(=O)C1 | 17 | 0.1 | 0.0 | -8
62 | COC(=O)c1c(OCc2ccncc2)cc(=O)n2c1CCN(CCCc1ccccc1)CC2 | -34 | 1.4 | 0.1 | 12
63 | CCCCSc1nc2sc3c(c2c(=O)n1C1CCCCC1)CCC3 | -14 | -1.7 | 0.5 | -13
64 | CC1Cc2ccccc2N1C1=NS(=O)(=O)c2ccccc21 (stereo not given) | -12 | -1.0 | 0.6 | -182
65 | O=C(O)c1ccc(CSCc2cccc(Cl)c2)o1 | 3 | -0.9 | 0.2 | 4
66 | O=C1N=C2N(CCN3CCCCC3)c3ccccc3N2/C1=C\c1ccc([N+](=O)[O-])cc1 | 13 | -0.7 | 0.2 | 15
67 | COc1ccc(/C=C2\C=C(c3ccccc3)N(c3ccc(Cl)c(C(=O)O)c3)C2=O)cc1Br | 9 | -1.2 | 0.1 | 14
68 | Cc1ccccc1NC(=O)/C(C#N)=C\c1cccc(O)c1 | -2 | -0.5 | 0.0 | -17
69 | Cc1ccc(C(=O)Nc2c(C(=O)N3CCOCC3)cnn2-c2ccccc2)cc1 | -3 | -1.1 | 0.1 | -8
70 | NNC(=O)CCN1CCCC1 | 9 | -0.7 | 0.2 | 21
71 | CCCCC(O)(CCCC)C(=O)NN(c1ccccc1)S(=O)(=O)c1ccc(OC)cc1 | -8 | 0.0 | 0.1 | -3
72 | CCN(C(=O)c1ccccc1N)c1c(C)n(C)n(-c2ccccc2)c1=O | 2 | 1.3 | -0.1 | -3
73 | COc1cc(Nc2nc(NCc3ccc4c(c3)OCO4)nc3nc[nH]c23)cc(OC)c1OC | -5 | -1.5 | 0.1 | 24
74 | COc1ccc(OC)c(NC(=O)COc2ccc(Br)cc2C)c1 | 0 | -1.5 | 0.0 | 19
75 | O=C(c1cc(Cl)ccc1Cl)N1CCN(c2ccc3nnc(C4CC4)n3n2)CC1 | 6 | -0.4 | 0.1 | 0
76 | CC(NC(=O)c1cc([N+](=O)[O-])c(Cl)c([N+](=O)[O-])c1)c1ccccc1 (stereo not given) | -3 | -0.7 | -0.1 | -10
77 | COCc1ccc(CN2CCc3nnc(CNC(=O)c4ccccn4)n3CC2)o1 | -4 | 0.6 | 0.1 | 0
78 | C/C(N)=C(/C#N)C(=O)CSc1nnc(SCC(=O)/C(C#N)=C(\C)N)s1 | -5 | 2.6 | -0.1 | 3
79 | CSc1nc(-c2ccccc2)nn1C(=O)c1ccc([N+](=O)[O-])cc1 | -17 | 4.5 | -0.1 | 0
80 | COc1ccc(C2=NN(CC(=O)N3CCN(c4ccccn4)CC3)C(=O)CC2)cc1 | 9 | -0.4 | 0.2 | 4
81 | Cc1ccc2sc(-c3ccc(NC(=O)c4ccccc4)cc3)nc2c1 | -14 | 1.4 | 0.1 | 5
82 | O=C(CCCc1ccccc1)Nc1cccc(N2CCC(NCCn3ccnc3)CC2)c1 | -3 | 0.0 | 0.0 | 0
83 | CN(C)c1cc(-c2ccc(Cl)cc2)oc(=O)c1Cl | 14 | -0.7 | 0.4 | 9
84 | CSc1cccc(NC(=O)C(C)N(c2ccc(C)cc2)S(C)(=O)=O)c1 (stereo not given) | 0 | 0.2 | -0.1 | -2
85 | Cc1nc2ccc(NC(=O)N3CCCC3)cc2nc1C | 1 | 0.0 | 0.1 | 10
86 | CN1CCN(C(=O)c2ccc(-c3nc(NCCc4ccc(O)cc4)c4ncn(C5CCCCC5)c4n3)cc2)CC1 | -1 | 1.2 | -0.2 | 0
87 | O=C1C(=O)N(CCN2C(=O)c3ccccc3C2=O)c2ccccc21 | 0 | -0.1 | 0.1 | -1
88 | O=Cc1c(OCC(=O)Nc2cccc([N+](=O)[O-])c2)ccc2ccccc12 | -11 | 4.6 | 0.1 | 0
89 | COCCNC(=O)c1ccc(-c2cccc(N(C)C)c2)nc1NCC1CC1 | -7 | -0.6 | 0.0 | -5
90 | N#CC1=C(N)Oc2n[nH]c(-c3ccccc3)c2C1c1ccc(OC(=O)c2ccco2)cc1 (stereo not given) | 3 | 0.2 | 0.0 | 1
91 | Nc1nnnn1/N=C/c1c2ccccc2cc2ccccc12 | 3 | -0.3 | -0.3 | -6

Two of the compounds above, with values under each structure.
The line under a structure holds: TEAD-YAP block | GPR151 ag | FBW7 act | MITF inh
90: N#CC1=C(N)Oc2n[nH]c(-c3ccccc3)c2C1c1ccc(OC(=O)c2ccco2)cc1 (stereo not given)
 : 3 | 0.2 | 0.0 | 1
84: CSc1cccc(NC(=O)C(C)N(c2ccc(C)cc2)S(C)(=O)=O)c1 (stereo not given)
 : 0 | 0.2 | -0.1 | -2

Six entries drawn at random from those above, as already listed:
nr | compound | TEAD-YAP block | GPR151 ag | FBW7 act | MITF inh
85 | Cc1nc2ccc(NC(=O)N3CCCC3)cc2nc1C | 1 | 0.0 | 0.1 | 10
87 | O=C1C(=O)N(CCN2C(=O)c3ccccc3C2=O)c2ccccc21 | 0 | -0.1 | 0.1 | -1
90 | N#CC1=C(N)Oc2n[nH]c(-c3ccccc3)c2C1c1ccc(OC(=O)c2ccco2)cc1 (stereo not given) | 3 | 0.2 | 0.0 | 1
83 | CN(C)c1cc(-c2ccc(Cl)cc2)oc(=O)c1Cl | 14 | -0.7 | 0.4 | 9
84 | CSc1cccc(NC(=O)C(C)N(c2ccc(C)cc2)S(C)(=O)=O)c1 (stereo not given) | 0 | 0.2 | -0.1 | -2
88 | O=Cc1c(OCC(=O)Nc2cccc([N+](=O)[O-])c2)ccc2ccccc12 | -11 | 4.6 | 0.1 | 0
